Screening results deposited in PubChem by The Scripps Research Institute Molecular Screening Center.
ADAM10 inh = inhibitors of human ADAM10 | O14672 | recombinant ADAM10, EDANS/DABCYL FRET peptide cleavage, 3 h | inhibition, % at 7 µM | hit rate 0.62% among 370,000 | AID 720582;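 active = inhibition above a per-campaign cutoff equal to the mean of compounds falling between control-based bounds plus 3 SD, cut at about 20% in these data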;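 note: 0% = DMSO wells while the 100% control is not disclosed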
ADAM17 inh = inhibitors of human ADAM17 | AID 720648 | hit rate 0.83% among 370,000 | P78536 | inhibition, % at 6.95 µM | recombinant ADAM17, EDANS/DABCYL FRET peptide cleavage;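 active = inhibition above the mean of compounds lying between control limits plus 3 SD, set per campaign, cut at about 8.5% in these data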;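 note: 0% = DMSO-only wells as the low control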
PLCg1 inh = inhibitors of human phospholipase C gamma1; purified PLC-gamma1, fluorogenic substrate, fluorescence; hit rate 0.84% among 370,000; P19174; AID 720700; inhibition, % at 12.2 µM; in the data active = inhibition above about 9.5%
Tn6 DDE FP = DD(E)-Tn6 binding inhibition, primary FP screen. P02675. Fibrin DD(E) TRITC-Tn6 fluorescence polarization displacement. inhibition, % at 8.3 µM. hit rate 0.21% among 370,000. AID 720509;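 active = inhibition above a per-campaign cutoff: mean of compounds within control limits plus 3 SD, cut at about 15% in these data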;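 note: 0% = median of all compound wells on the plate and 100% = blocking peptide control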
TDP2 inh = blocks human TDP2 phosphodiesterase activity | O95551 | AID 720702 | recombinant TDP2, T5PNP hydrolysis, p-nitrophenol absorbance 415 nm | hit rate 0.34% among 370,000 | inhibition, % at 12.8 µM;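 active = inhibition above the mean of all tested compounds plus 3 SD, set per campaign, cut at about 25% in these data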;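 note: 0% = DMSO with enzyme and 100% = buffer with substrate but no TDP2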
Target sequence (O95551 whole entry, looked up): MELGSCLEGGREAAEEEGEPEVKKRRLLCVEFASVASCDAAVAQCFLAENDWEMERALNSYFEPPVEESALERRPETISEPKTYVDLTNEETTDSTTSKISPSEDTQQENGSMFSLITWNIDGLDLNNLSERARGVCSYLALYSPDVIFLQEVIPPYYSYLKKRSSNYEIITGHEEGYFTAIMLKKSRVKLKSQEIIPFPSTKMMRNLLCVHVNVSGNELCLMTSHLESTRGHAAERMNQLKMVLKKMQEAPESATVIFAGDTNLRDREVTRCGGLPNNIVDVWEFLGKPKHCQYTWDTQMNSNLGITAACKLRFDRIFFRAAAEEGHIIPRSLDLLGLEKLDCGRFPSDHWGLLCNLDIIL
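test system = human TDP2 enzyme | input = TDP2 enzyme at 120 nM final | medium = 50 mM Tris-HCl pH 7.5 with Mg2+, KCl, DTT, BSA | also added = T5PNP substrate, 5 mM | times = 2 h at 37 °C | technique = epi absorbance | benchmarks = high control without enzyme, low control DMSO plus TDP2 | replication = each compound tested once, singlicate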
PLCb3 inh = inhibitors of human phospholipase C beta3. Purified PLC-beta3, fluorogenic substrate, fluorescence. hit rate 0.18% among 370,000. inhibition, % at 12.2 µM; in the data active = inhibition above about 11%;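 note: 0% = median of compound wells on plate and 100% = full blocker control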
ASAP1 GAP inh = blocks human ASAP1-stimulated Arf1 GTP hydrolysis. GDP FP detection. inhibition, % at 16.5 µM. hit rate 0.19% among 360,000. AID 624377; in the data active = inhibition above about 25%;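 note: 0% = vehicle with enzyme and substrate and 100% = no enzyme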
SIAE inh = blocks human sialic acid acetylesterase | SIAE FP-Rh probe binding, fluorescence polarization | hit rate 0.69% among 370,000 | inhibition, % at 9.66 µM;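 active = inhibition above a cutoff: mean of compounds within the control limits plus 3 SD of those, cut at about 17% in these data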;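 note: 0% = plate median of compound wells and 100% = probe without SIAE protein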
Target sequence (Q9HAT2 whole entry, looked up): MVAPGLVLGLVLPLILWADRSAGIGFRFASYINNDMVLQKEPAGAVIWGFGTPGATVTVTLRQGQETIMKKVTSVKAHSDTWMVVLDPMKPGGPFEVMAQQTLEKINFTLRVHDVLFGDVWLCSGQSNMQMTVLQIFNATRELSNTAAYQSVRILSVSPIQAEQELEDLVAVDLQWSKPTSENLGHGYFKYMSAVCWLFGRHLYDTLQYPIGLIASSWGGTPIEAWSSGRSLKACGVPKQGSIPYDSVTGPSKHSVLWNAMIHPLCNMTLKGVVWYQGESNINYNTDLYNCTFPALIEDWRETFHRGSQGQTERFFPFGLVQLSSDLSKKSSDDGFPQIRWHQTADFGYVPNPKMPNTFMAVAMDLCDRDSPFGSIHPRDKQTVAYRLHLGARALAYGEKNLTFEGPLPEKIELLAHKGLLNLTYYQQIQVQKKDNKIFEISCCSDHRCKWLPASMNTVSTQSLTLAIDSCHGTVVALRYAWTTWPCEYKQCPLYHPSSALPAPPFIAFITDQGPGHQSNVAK
Tn7 DDE FP = disrupts Tn7 cyclic peptide binding to fibrin D-Dimer-E complex. P02675. FP displacement of FITC-Tn7 peptide from fibrin DD(E); 0% = median of compound wells per plate. inhibition, % at 8.3 µM. hit rate 0.13% among 370,000. AID 720508;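 active = inhibition above the mean of compounds falling within the control limits plus 3 SD of them, cut at about 14% in these data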;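 note: 0% = plate median of compound wells and 100% = 10 µM Aha-Tn7 peptide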
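Test system: human clot-derived fibrin DD(E) complex / Quantity: 2 µM final DD(E) protein / Incubation: 10 min plus 3 h, room temperature / Measured by: fluorescence polarization / Benchmarks: high control of 10 µM Aha-Tn7 peptide / Replicates: singlicate testing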
ARFGAP1 inhibitor = inhibits rat ARF GTPase activating protein 1; Arfgap1-stimulated ARF1 GTP hydrolysis, GDP FP detection; hit rate 0.26% among 360,000; inhibition, % at 16.5 µM;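 active = inhibition above a per-plate limit, mean inhibition of low control wells plus 3 SD, cut at about 25% in these data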;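 note: 0% = DMSO wells with enzyme and 100% = wells lacking Arfgap1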
Target sequence (Q62848 1-136 limits assumed): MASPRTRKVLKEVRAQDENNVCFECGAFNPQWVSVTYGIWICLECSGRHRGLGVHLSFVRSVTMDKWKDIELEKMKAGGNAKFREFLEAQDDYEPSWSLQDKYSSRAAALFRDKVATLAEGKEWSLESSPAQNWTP
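Material – truncated rat Arfgap1 GAP domain · Buffer or medium – HEPES-based buffer, pH 7.5 · Reagent – human ARF1(Δ1-17)-GTP substrate · Dosing – 16.5 µM single point, 1.26% DMSO · Schedule – GTP hydrolysis reaction 2 h at 25 °C · Technique – GDP detection by fluorescence polarization · Benchmarks – No-Arfgap1 wells (100%) versus DMSO full-reaction wells (0%) · Repeats – single replicate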
An asterisk follows results filed as active.

O=C(NCc1ccc(Cl)cc1)c1cnccn1 was read as ADAM10 inh 0, ADAM17 inh 0, PLCg1 inh 0, Tn6 DDE FP 12, TDP2 inh 5, PLCb3 inh 4, ASAP1 GAP inh 5, SIAE inh 7, Tn7 DDE FP -4 and ARFGAP1 inhibitor 12.
Cc1ccc(-c2csc(NC(=O)Cc3cccs3)n2)cc1C was read as ADAM10 inh -5, ADAM17 inh -2, PLCg1 inh -3, Tn6 DDE FP 6, TDP2 inh -1, PLCb3 inh -3, ASAP1 GAP inh -5, SIAE inh -4, Tn7 DDE FP -6 and ARFGAP1 inhibitor 3.
`O=C(NC1CCCCC1)c1ccc(CS(=O)(=O)Cc2ccccc2F)o1` gave ADAM10 inh 5, ADAM17 inh -4, PLCg1 inh 0, Tn6 DDE FP 1, TDP2 inh 1, PLCb3 inh 1, ASAP1 GAP inh -3, SIAE inh -4, Tn7 DDE FP 2 and ARFGAP1 inhibitor 1.
`CCc1ccc(-n2nc3ccc(NC(=O)c4ccc5c(c4)OCO5)cc3n2)cc1` gave ADAM10 inh -13, ADAM17 inh -6, PLCg1 inh -2, Tn6 DDE FP 1, TDP2 inh 9, PLCb3 inh -2, ASAP1 GAP inh 1, SIAE inh -7, Tn7 DDE FP 0 and ARFGAP1 inhibitor 0.
For OCCNc1nc(-c2ccccc2)nc2ccccc12 the results were ADAM10 inh 2, ADAM17 inh 0, PLCg1 inh -4, Tn6 DDE FP 0, TDP2 inh 10, PLCb3 inh -4, ASAP1 GAP inh -7, SIAE inh -3, Tn7 DDE FP 8 and ARFGAP1 inhibitor 1.
For Clc1ccc2oc3c(Cl)ncnc3c2c1 the results were ADAM10 inh 6, ADAM17 inh -1, PLCg1 inh 3, Tn6 DDE FP 1, TDP2 inh -4, PLCb3 inh 2, ASAP1 GAP inh 11, SIAE inh -1, Tn7 DDE FP -3 and ARFGAP1 inhibitor 1.
For COc1cccc(-c2nnc(SCC(=O)N(C(C)C)C(C)C)o2)c1 the results were ADAM10 inh 5, ADAM17 inh 0, PLCg1 inh 4, Tn6 DDE FP 2, TDP2 inh 16, PLCb3 inh 3, ASAP1 GAP inh -13, SIAE inh 5, Tn7 DDE FP 4 and ARFGAP1 inhibitor 8.
Screening O=C1C2CCCN2C(c2ccc(F)cc2)N1c1ccc(Cl)cc1 (stereo not given) returned ADAM10 inh -4, ADAM17 inh -1, PLCg1 inh -2, Tn6 DDE FP 3, TDP2 inh -2, PLCb3 inh 3, ASAP1 GAP inh -8, SIAE inh -7, Tn7 DDE FP 1 and ARFGAP1 inhibitor 1.
Screening CCN(CC(=O)NCc1cccs1)CC(=O)Nc1ccccc1C returned ADAM10 inh -1, ADAM17 inh -2, PLCg1 inh 0, Tn6 DDE FP 2, TDP2 inh -4, PLCb3 inh -5, ASAP1 GAP inh -4, SIAE inh -7, Tn7 DDE FP -2 and ARFGAP1 inhibitor 9.
O=C(Nc1cc(C(F)(F)F)ccc1-n1cncn1)c1cn2ccccc2n1 was read as ADAM10 inh -19, ADAM17 inh -4, PLCg1 inh -11, Tn6 DDE FP -2, TDP2 inh -1, PLCb3 inh -19, ASAP1 GAP inh -16, SIAE inh -5, Tn7 DDE FP 4 and ARFGAP1 inhibitor -11.
Screening CN1CCN(S(=O)(=O)Cc2ccccc2Cl)CC1 returned ADAM10 inh -1, ADAM17 inh -5, PLCg1 inh 1, Tn6 DDE FP -1, TDP2 inh -15, PLCb3 inh -3, ASAP1 GAP inh -5, SIAE inh 4, Tn7 DDE FP 0 and ARFGAP1 inhibitor 13.
Screening COc1c(S(=O)(=O)NCCCn2ccnc2)ccc(Cl)c1Cl returned ADAM10 inh 2, ADAM17 inh -5, PLCg1 inh -1, Tn6 DDE FP -3, TDP2 inh -6, PLCb3 inh 2, ASAP1 GAP inh 0, SIAE inh -1, Tn7 DDE FP 2 and ARFGAP1 inhibitor -1.
Cc1ccc(SCC(=O)NC(=O)NCCC(C)C)c(C)c1 was read as ADAM10 inh 8, ADAM17 inh 6, PLCg1 inh 1, Tn6 DDE FP 1, TDP2 inh -14, PLCb3 inh -11, ASAP1 GAP inh -1, SIAE inh 2, Tn7 DDE FP 2 and ARFGAP1 inhibitor 7.
For O=c1c(Cl)c(NCCCO)cnn1-c1nc2ccccc2[nH]1 the results were ADAM10 inh -38, ADAM17 inh -4, PLCg1 inh -305, Tn6 DDE FP -2, TDP2 inh 4, PLCb3 inh -388, ASAP1 GAP inh 10, SIAE inh 6, Tn7 DDE FP 0 and ARFGAP1 inhibitor 5.
For N#Cc1cc(Oc2cccc3cccnc23)c(-n2nnc3ccccc32)cc1C#N the results were ADAM10 inh -13, ADAM17 inh -6, PLCg1 inh -90, Tn6 DDE FP 0, TDP2 inh -5, PLCb3 inh -137, ASAP1 GAP inh 1, SIAE inh -3, Tn7 DDE FP -8 and ARFGAP1 inhibitor -6.
`Cc1cccc(C(=O)NCC(=O)NC2CCC(C)CC2)c1` (stereo not given) gave ADAM10 inh -3, ADAM17 inh 2, PLCg1 inh 4, Tn6 DDE FP 1, TDP2 inh -2, PLCb3 inh -2, ASAP1 GAP inh -10, SIAE inh 2, Tn7 DDE FP -7 and ARFGAP1 inhibitor 2.
For CCOC(=O)C1=C(C)N=c2s/c(=C\c3cc(OC)c(OC)c(OC)c3)c(=O)n2C1/C=C/c1ccccc1 (stereo not given) the results were ADAM10 inh -8, ADAM17 inh -4, PLCg1 inh 3, Tn6 DDE FP -2, TDP2 inh 9, PLCb3 inh -4, ASAP1 GAP inh -7, SIAE inh 1, Tn7 DDE FP 1 and ARFGAP1 inhibitor 7.
`O=C(O)C1CC(O)CN1S(=O)(=O)c1ccc2ccccc2c1` (stereo not given) gave ADAM10 inh -5, ADAM17 inh -1, PLCg1 inh -2, Tn6 DDE FP 3, TDP2 inh -6, PLCb3 inh -5, ASAP1 GAP inh -23, SIAE inh -11, Tn7 DDE FP 0 and ARFGAP1 inhibitor 5.
For Cn1nc(C(F)(F)F)c(-c2ccccc2)c1NC(=O)c1cccnc1 the results were ADAM10 inh 10, ADAM17 inh 2, PLCg1 inh 2, Tn6 DDE FP 3, TDP2 inh -7, PLCb3 inh -3, ASAP1 GAP inh -7, SIAE inh -4, Tn7 DDE FP 1 and ARFGAP1 inhibitor 13.
`Nc1nc(-c2ccccc2)c(N=Nc2ccccc2Cl)s1` gave ADAM10 inh 26*, ADAM17 inh 16*, PLCg1 inh -1, Tn6 DDE FP -2, TDP2 inh -12, PLCb3 inh 3, ASAP1 GAP inh 7, SIAE inh 14, Tn7 DDE FP -12 and ARFGAP1 inhibitor 19.
For Cc1ccc(/C=N/N2C(=O)C3C(C2=O)C2C=CC3C23CC3)o1 (stereo not given) the results were ADAM10 inh -3, ADAM17 inh -6, PLCg1 inh 3, Tn6 DDE FP -2, TDP2 inh -6, PLCb3 inh -6, ASAP1 GAP inh 4, SIAE inh -8, Tn7 DDE FP 14* and ARFGAP1 inhibitor 18.
COc1ccc(C2CC(c3cccs3)=NN2S(C)(=O)=O)cc1 (stereo not given) was read as ADAM10 inh 4, ADAM17 inh -1, PLCg1 inh -3, Tn6 DDE FP 6, TDP2 inh -14, PLCb3 inh -7, ASAP1 GAP inh 12, SIAE inh -8, Tn7 DDE FP 6 and ARFGAP1 inhibitor 8.
`COc1cccc(OC)c1CNC(=O)C1CCC(=O)N(CC2CCCCC2)C1` (stereo not given) gave ADAM10 inh -6, ADAM17 inh -1, PLCg1 inh 2, Tn6 DDE FP -2, TDP2 inh 9, PLCb3 inh 3, ASAP1 GAP inh 3, SIAE inh 1, Tn7 DDE FP 2 and ARFGAP1 inhibitor -4.
For O=C(O)c1cc([N+](=O)[O-])ccc1NCc1ccccc1 the results were ADAM10 inh -60, ADAM17 inh -2, PLCg1 inh 1, Tn6 DDE FP 0, TDP2 inh 1, PLCb3 inh -8, ASAP1 GAP inh -10, SIAE inh -1, Tn7 DDE FP 3 and ARFGAP1 inhibitor -12.
For O=c1[nH]cnc2c1c(-c1ccccc1)cn2-c1cccc(Cl)c1 the results were ADAM10 inh -3, ADAM17 inh 2, PLCg1 inh -2, Tn6 DDE FP -5, TDP2 inh 9, PLCb3 inh -11, ASAP1 GAP inh -15, SIAE inh -11, Tn7 DDE FP -2 and ARFGAP1 inhibitor 0.
`CCCCC(=O)Nc1cc([N+](=O)[O-])ccc1Cl` gave ADAM10 inh -5, ADAM17 inh 5, PLCg1 inh 8, Tn6 DDE FP -7, TDP2 inh 7, PLCb3 inh 3, ASAP1 GAP inh -5, SIAE inh -4, Tn7 DDE FP 0 and ARFGAP1 inhibitor -4.
`CCn1c(=O)cc(OCC(=O)O)c2ccccc21` gave ADAM10 inh -1, ADAM17 inh -1, PLCg1 inh -1, Tn6 DDE FP 3, TDP2 inh -6, PLCb3 inh 3, ASAP1 GAP inh -3, SIAE inh 0, Tn7 DDE FP 1 and ARFGAP1 inhibitor 2.
`Cn1cc(Cc2ccccc2)c(=O)c(Cc2ccccc2)c1` gave ADAM10 inh -10, ADAM17 inh -6, PLCg1 inh 2, Tn6 DDE FP -2, TDP2 inh 8, PLCb3 inh -1, ASAP1 GAP inh 3, SIAE inh -1, Tn7 DDE FP 5 and ARFGAP1 inhibitor -24.

Fetched by compound from the entries so far (4):
`Cn1cc(Cc2ccccc2)c(=O)c(Cc2ccccc2)c1` gave ADAM10 inh -10, ADAM17 inh -6, PLCg1 inh 2, Tn6 DDE FP -2, TDP2 inh 8, PLCb3 inh -1, ASAP1 GAP inh 3, SIAE inh -1, Tn7 DDE FP 5 and ARFGAP1 inhibitor -24.
`Cc1cccc(C(=O)NCC(=O)NC2CCC(C)CC2)c1` (stereo not given) gave ADAM10 inh -3, ADAM17 inh 2, PLCg1 inh 4, Tn6 DDE FP 1, TDP2 inh -2, PLCb3 inh -2, ASAP1 GAP inh -10, SIAE inh 2, Tn7 DDE FP -7 and ARFGAP1 inhibitor 2.
`CCCCC(=O)Nc1cc([N+](=O)[O-])ccc1Cl` gave ADAM10 inh -5, ADAM17 inh 5, PLCg1 inh 8, Tn6 DDE FP -7, TDP2 inh 7, PLCb3 inh 3, ASAP1 GAP inh -5, SIAE inh -4, Tn7 DDE FP 0 and ARFGAP1 inhibitor -4.
For Cc1ccc(/C=N/N2C(=O)C3C(C2=O)C2C=CC3C23CC3)o1 (stereo not given) the results were ADAM10 inh -3, ADAM17 inh -6, PLCg1 inh 3, Tn6 DDE FP -2, TDP2 inh -6, PLCb3 inh -6, ASAP1 GAP inh 4, SIAE inh -8, Tn7 DDE FP 14* and ARFGAP1 inhibitor 18.
